Bioassay records deposited in PubChem by Sanford-Burnham Center for Chemical Genomics.
KOR beta-arrestin-1 – KOR antagonists, beta-arrestin recruitment, cell-based, luminescence, uHTS (AID 1778); 290,000 tested, 0.091% active; inhibition, % at 10 µM; hits with a dose series show IC50 in µM; KOR beta-arrestin recruitment, luminescence, antagonist mode; higher % means a stronger effect; in the data active means inhibition above about 50%; further: strong numbers were not always called active
KOR beta-arrestin-2 – KOR agonists, beta-arrestin recruitment, primary screen, cell-based, luminescence, uHTS (AID 1777) | KOR beta-arrestin recruitment, luminescence; higher % means a stronger effect | activation, % at 10 µM, or EC50 in µM where a hit was titrated | 280,000 tested, 0.02% active; in the data active means activation above about 50%, passing the limit was not always enough; further: a part of the inactive calls stands beside numbers as strong as those of hits
AID2073 – inhibitors of Mint1-CaV2.2 protein interaction, biochemical, HTRF (AID 2073) | one-dose inhibition, % at 20 µM; IC50 in µM for titrated hits | 290,000 tested, 0.19% active | HTRF protein-protein interaction, Mint1-CaV2.2; higher % means a stronger effect; in the data active means inhibition mostly above about 51%, no sharp cut-off; inconclusive means no clear call, values can overlap the other calls; inactive means mostly below about 53%; further: some results filed as inactive read as strong as hits
GPR55 activation – selective activators of receptor GPR55 – imaging, U2OS cells, beta-arrestin-GFP redistribution, primary screen (AID 1961); U2OS GPR55 beta-arrestin-GFP redistribution imaging; higher % means a stronger effect; 290,000 tested, 0.048% active; activation, % at 10 µM, or EC50 in µM where a hit was titrated;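 active means activation above 40% with more than 50 cells counted in the well; inconclusive means wells holding fewer than 50 cells, flagged as toxic or sparse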;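 further: U2OS osteosarcoma cells stably expressing GPR55 and beta-arrestin-GFP; plate controls were DMSO negative control for no effect and LPI positive control for full effect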
Siah-1 displacement – Siah-1 peptide-binding antagonists, primary screen, biochemical, fluorescence polarization, rhodamine-plectin, uHTS (AID 1817); displacement, % at 20 µM, or IC50 in µM where a hit was titrated; Siah-1 / rhodamine-plectin peptide fluorescence polarization; higher % means a stronger effect; 290,000 tested, 0.02% active;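 active means displacement of at least 50% at 20 µM, with a fluorescence ratio check between 0.3 and a set limit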;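 further: plate controls were Siah plus tracer with DMSO for no effect and tracer alone without Siah for full effect; strong numbers were not always called active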
GPR55 antagonists – GPR55 antagonists blocking LPI-driven arrestin recruitment, primary screen, imaging, U2OS, beta-arrestin-GFP, LPI agonist (AID 2013) | U2OS GPR55 beta-arrestin-GFP translocation imaging, LPI antagonism; higher % means a stronger effect | inhibition, % at 10 µM, or IC50 in µM where a hit was titrated | 290,000 tested, 0.13% active;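 active means spots per cell inhibited over 60%, with over 100 cells counted and total cytoplasm intensity under 500,000; inconclusive means wells with under 100 cells, flagged as likely toxic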;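 further: U2OS cells stably carrying GPR55 and arrestin-GFP stimulated by 5 µM LPI near EC80; imaged beta-arrestin-GFP aggregate spots per cell after agonist stimulation; plate controls were LPI-stimulated DMSO wells for no effect and DMSO wells without LPI for full effect; some results filed as inactive read as strong as hits; confirmed hits need IC50 under 10 µM and bright autofluorescent wells are also inconclusive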
GPR35 arrestin U2OS – inhibition of zaprinast-stimulated GPR35 beta-arrestin translocation – imaging, U2OS, beta-arrestin-GFP, zaprinast agonist, primary screen (AID 2058) | inhibition, % at 10 µM, or IC50 in µM where a hit was titrated | 290,000 tested, 0.052% active | U2OS GPR35 beta-arrestin-GFP translocation imaging, zaprinast antagonism; higher % means a stronger effect;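 active means inhibition of at least 50% with at least 30 cells and total cytoplasm GFP at most 10,000,000; inconclusive means under 30 cells or total GFP of 10,000,000 plus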
NOD1 NF-kB reporter – NOD1 signaling inhibitors, primary screen, cell-based, luminescence, uHTS (AID 1578); 290,000 tested, 1% active; one-dose inhibition, % at 4 µM; EC50 in µM for titrated hits; NOD1-driven NF-kB luciferase reporter cells, luminescence; higher % means a stronger effect; in the data active means inhibition mostly above about 36%, no sharp cut-off; inactive means mostly below about 34%;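 further: HEK-293T reporter cells stimulated with the NOD1 agonist gamma-tri-DAP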
HIV peptide binding – inhibitors of HIV fusion peptide binding, primary screen, biochemical, uHTS, fluorescence dequenching (AID 1986) | cell-free peptide binding, fluorescence dequenching, 30 min; higher % means a stronger effect | inhibition, % at 20 µM; hits with a dose series show IC50 in µM | 290,000 tested, 0.3% active; in the data active means inhibition mostly above about 52%, no sharp cut-off; inactive means mostly below about 76%; further: some results filed as inactive read as strong as hits
Numbers without * were called inactive; ? = inconclusive; / = no result given; [ ] = remark or other dose. Some of the compounds tested; count on the stated rates, not on these rows.

Value order – KOR beta-arrestin-1	KOR beta-arrestin-2	AID2073	GPR55 activation	Siah-1 displacement	GPR55 antagonists	GPR35 arrestin U2OS	NOD1 NF-kB reporter	HIV peptide binding
1) CCOC(=O)c1c(NC(=O)CSc2nc3ccccc3s2)sc(C(C)=O)c1C
  -34%	4.3%	6%	-0.1%	0%	67%	2%	1%	2.9%
2) O=C(c1cccs1)N1CCN(C2CCN(Cc3ccccc3)CC2)CC1
  36%	-2.4%	-3%	-0.1%	2%	7%	-5%	-10%	-0.3%
3) CCOC(=O)C1(Cc2cccc(F)c2)CCN(Cc2cnn(CC)c2)CC1
  -1%	-6.3%	11%	-0.2%	-2%	5%	3%	-6%	-1.0%
4) O=C(NCc1ccccc1)OCCN1CCN(Cc2ccccc2)CCC1=O
  -12%	-3.3%	-8%	-0.3%	3%	-3%	-8%	-24%	-2.2%
5) FC(F)Oc1ccc(/C=N/N2CCCCC2)c(OC(F)F)c1
  -18%	2.0%	-8%	-0.3%	-3%	2%	25%	-42%	-1.4%
6) O=C(NCc1cccs1)c1csc2ccccc12
  20%	-2.8%	-4%	-0.1%	1%	12%	-1%	-20%	-0.5%
7) COC(=O)CN1C(=O)C(O)(CC(=O)c2ccccc2)c2ccccc21 (configuration not stated)
  14%	-5.3%	0%	-0.1%	2%	-5%	6%	-16%	0.8%
8) COc1ccccc1CN1CCSCC1
  6%	0.2%	-7%	-0.2%	6%	12%	17%	-2%	-0.8%
9) COc1ccc(C(CC(=O)Nc2ccccc2OC)n2cccc2)cc1 (configuration not stated)
  -4%	4.9%	18%	-0.3%	0%	1%	?	-1%	0.3%
10) O=C(NC(=O)c1cccc(F)c1)Nc1nc(-c2ccc(F)cc2)cc(C(F)(F)F)n1
  -66%	2.1%	21%	-0.5%	12%	7%	2%	-46%	1.3%
11) O=C1CC[C@H](O)CCN1[C@H](CSc1ccccc1)Cc1ccccc1
  1%[20 µM]	-1.3%	7%	-0.1%	-2%	6%	9%	-11%	-1.6%
12) COc1ccc(OC)c(NC(=O)CNC(=O)Cn2cnc3ccccc3c2=O)c1
  12%	0.1%	-14%	-0.1%	-2%	9%	-4%	-26%	0.7%
13) CC(=O)C(Sc1nnnn1-c1ccccc1)C(C)=O
  -2%	4.1%	11%	0.1%	4%	4%	14%	-8%	0.1%
14) Nc1ccc(S(=O)(=O)NC(=O)c2ccccc2)cc1
  13%	-3.6%	-2%	0.2%	0%	-2%	0%	-26%	2.6%
15) CCOC(=O)Cc1csc(NC(=O)CSC2=NCCS2)n1
  8%	5.3%	9%	-0.1%	2%	2%	-2%	-16%	-1.4%
16) O=c1oc2c(CN3CCCCCC3)c(O)ccc2cc1-c1nc2ccccc2[nH]1
  13%	15%	65%*	-0.2%	-7%	3%	-3%	-1%	1.2%
17) O=C(O)C1CSC(c2ccco2)N1 (configuration not stated)
  19%	-1.2%	-2%	0.3%	4%	5%	-8%	-41%	1.6%
18) c1ccc(-c2nc(NCC3CCCO3)c3ccccc3n2)nc1 (configuration not stated)
  -18%	4.2%	-6%	-0.1%	-1%	20%	-2%	7%	-1.6%
19) O=C(Nc1ccccc1)NC1CCCCC1
  2%	-3.1%	-4%	0.5%	1%	0%	-10%	-33%	-1.3%
20) CCCCn1c(NCc2ccccc2NS(=O)(=O)c2ccc(C)cc2)nc2ccccc21
  15%	-2.2%	13%	-2.3%	-3%	11%	4%	20%	1.2%
21) CCCSc1nnc(-c2c[nH]c3ccccc23)n1C
  5%	0.5%	-3%	0.7%	-2%	-2%	14%	-49%	2.3%
22) O=C(CSc1nc2cc(Cl)ccc2s1)N1CCN(C(=O)c2ccco2)CC1
  -223%	0.8%	-6%	0.2%	-6%	-6%	9%	-13%	-1.5%
23) O=C(Cc1cccs1)NCc1cccc(Br)c1
  -22%	0.1%	2%	0.0%	2%	-1%	19%	-8%	0.0%
24) Cc1nc2ccc(S(=O)(=O)N(C)CC(=O)NCc3ccc4c(c3)OCO4)cc2s1
  4%	-2.6%	-4%	-0.2%	-2%	8%	1%	-8%	-1.2%
25) CC(C)CC(NC(=O)C1CCC(=O)N1C(=O)OCc1ccccc1)C(=O)NC(Cc1ccccc1)C(N)=O (configuration not stated)
  -10%	-0.3%	7%	-0.2%	2%	1%	16%	-30%	-1.2%
26) CCc1ccc2c(c1)c1nnc(NN)nc1n2CC
  22%	13%	4%	-0.1%	-6%	-16%	0%	-5%	-6.4%
27) CCOC(=O)C1CCN(c2cc(=O)n(-c3ccccc3Cl)c(=O)[nH]2)CC1
  -13%	2.2%	12%	0.1%	-2%	5%	1%	-23%	1.9%
28) CN1CCN(C(=O)C2=C[C@H](c3csc4ccccc34)C[C@H](OCc3ccc(CO)cc3)O2)CC1
  -15%	-1.6%	7%	0.2%	4%	6%	-13%	-26%	-1.2%
29) CCOC(=O)c1ccc(NC(=O)c2cccnc2)cc1
  -30%	-0.3%	14%	0.3%	0%	-5%	0%	47%	0.0%
30) CCOc1cc(CN2CCOCC2)cc(C(C)=O)c1
  2%	0.9%	4%	0.2%	2%	15%	6%	0%	-3.2%
31) Cc1ccc(C)c(-c2nn(-c3cc(N4CCN(CCO)CC4)ccc3[N+](=O)[O-])c(=O)c3ccccc23)c1
  -6%	-2.7%	-12%	-0.1%	4%	3%	3%	11%	-2.7%
32) COc1ccc(-c2ccc(C(C)=O)cc2)cc1[C@H]1[C@H]2C=CC[C@@H](C)[C@@H]2C(=O)N1Cc1ccccc1
  3%	/	8%	-0.1%	6%	2%	15%	-4%	1.7%
33) O=C(NCc1ccncc1)c1cn(-c2ccccc2)nc1-c1cccnc1
  -3%	9.1%	10%	0.2%	-1%	-7%	1%	-41%	0.0%
34) Cc1ccc(S(=O)(=O)NC(=O)Nc2cccc([N+](=O)[O-])c2)cc1
  5%	-2.5%	1%	-0.2%	3%	5%	7%	-11%	-1.1%
35) CCc1c(C(=O)OC)nnc2cc(C)nn12
  /	-1.1%	-5%	-0.1%	-5%	3%	10%	11%	-0.9%
36) COc1ccccc1Nc1c([N+](=O)[O-])cc(C)cc1[N+](=O)[O-]
  25%	4.6%	-18%	0.0%	13%	-6%	8%	6%	-3.6%
37) O=C(NC1CCCC1)C(c1ccsc1)N(C(=O)Cc1cccs1)c1ccc(F)cc1 (configuration not stated)
  24%	-1.4%	8%	-0.1%	-3%	-8%	2%	-21%	1.0%
38) CN(CC(=O)Nc1ccc(S(=O)(=O)N2CCCC2)cc1)CC(=O)Nc1ccc(F)c(F)c1F
  -22%	0.1%	-1%	-0.5%	1%	-14%	-8%	-17%	0.2%
39) O=[N+]([O-])c1cccc2ncccc12
  48%	2.5%	-2%	-0.2%	-10%	-3%	-8%	-8%	-0.2%
40) CS(=O)(=O)Nc1cccc(C2=NN(S(=O)(=O)c3ccc(F)cc3)C(c3cccs3)C2)c1 (configuration not stated)
  -24%	9.5%	3%	-0.2%	-2%	10%	3%	-20%	0.1%
41) Cn1cc(Br)c(C(=O)NNC(=O)Cc2ccc(Cl)cc2)n1
  -29%	2.6%	-10%	/	12%	-9%	7%	-21%	-0.1%
42) CCCCC1CN2CCc3c([nH]c4ccccc34)C2(C)C1 (configuration not stated)
  -85%[20 µM]	-2.5%	-4%	-0.1%	6%	4%	4%	7%	2.4%
43) C=C(C)Cn1c(-c2cccs2)n[nH]c1=S
  27%[20 µM]	-2.4%	24%	-0.3%	0%	-3%	-8%	-36%	-1.5%
44) CCOC(=O)C1(CCc2ccccc2)CCN(C(=O)CN2C(=O)CSC2=O)CC1
  -16%[20 µM]	/	42%	-0.1%	0%	0%	-14%	/	0.3%
45) CCCCn1nc2cc(C(=O)NCCc3cccs3)ccc2c1OCC
  24%	0.0%	34%	-0.3%	6%	11%	5%	-17%	-0.9%
46) c1ccc2[nH]c(SN3CCOCC3)nc2c1
  -61%	-0.8%	29%	1.2%	0%	-6%	4%	-14%	1.3%
47) COc1ccc(/C=C/c2cc[n+](C(=O)Cc3ccccc3)cc2)cc1
  -8%	0.0%	-12%	0.1%	-9%	1%	24%	-18%	-1.2%
48) CCCCn1c(=O)cc(O)c2ccccc21
  1%	5.2%	-6%	-0.1%	4%	15%	-1%	-14%	-0.9%
49) Cc1cc2nc(-c3ccc(SCC(=O)Nc4ccc5c(c4)OCCO5)nc3)[nH]c2cc1C
  19%	-1.1%	-4%	0.2%	-5%	0%	5%	0%	10%
50) CN=C1SC(CC(=O)Nc2c(C)cccc2C)C(=O)N1/N=C/c1cccs1 (configuration not stated)
  -23%	7.0%	-5%	-0.3%	0%	8%	1%	-8%	0.3%
51) COCCN1C(=O)N[C@@H](CCc2ccccc2)C(C(C)=O)=C1C
  -52%	1.7%	1%	-0.2%	-2%	-1%	-6%	38%	0.6%
52) O=C(Oc1ccc(C(=S)N2CCOCC2)cc1)c1cccc([N+](=O)[O-])c1
  10%	3.5%	-24%	-0.1%	-2%	-1%	-10%	-9%	-0.1%
53) CCc1ccc(-c2cc3c(=O)n(CC(=O)NCc4ccccc4F)ncn3n2)cc1
  -18%	2.4%	35%	0.4%	5%	20%	13%	-14%	5.2%
54) O=S(=O)(c1ccc(F)cc1)N1CCCN(Cc2c(F)cccc2F)CC1
  19%	-4.1%	12%	0.0%	0%	16%	-4%	-3%	-2.0%
55) CCCc1c(C(=O)Nc2cc(C(C)(C)C)on2)cnn1-c1ccccc1
  -19%	-2.6%	4%	-0.2%	-1%	12%	10%	-1%	-2.5%
56) O=C(O)c1[nH]c2ccc(Cl)cc2c1CC(=O)N1CCN(c2ccccc2)CC1
  -2%	-0.4%	8%	-0.2%	2%	6%	0%	32%	2.3%
57) CN(C)c1nc(NCc2ccccc2)nc(N/N=C/c2ccc3c(c2)OCO3)n1
  22%	-2.2%	-7%	-0.1%	-3%	3%	-2%	-26%	-1.3%
58) CC(C)n1nc(C(=O)OCC(=O)c2c[nH]c3ccccc23)c2ccccc2c1=O
  -30%	5.7%	-1%	-0.1%	-2%	-4%	2%	-30%	0.0%
59) CCC(CC)c1nnc(NC(=O)C2CCCO2)s1 (configuration not stated)
  15%	-5.1%	-9%	0.1%	-3%	14%	0%	-22%	1.0%
60) COC(=O)CC1C(=O)NCCN1C(=O)c1ccc2oc(C(C)C)nc2c1 (configuration not stated)
  -23%	-5.1%	-3%	0.2%	3%	8%	-8%	-24%	0.9%
61) O=C1NC(=O)/C(=C\c2ccc(Oc3cnccn3)cc2)S1
  -6%	1.5%	1%	0.0%	9%	19%	-8%	/	4.2%
